Assay outcomes deposited in PubChem by several laboratories.
ANO1 activ: mouse TMEM16A channel activation, primary screen. AID 623877. Q8BHY3. HEK293 TMEM16A/YFP-H148Q/I152L, iodide quench fluorescence; hits give low values. hit rate 0.3% among 340,000. B-score at 10 µM;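 active means fluorescence-ratio B-score plate-corrected deviation score at least 3 library SD below zero, with starting fluorescence score within 5 deviations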;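 further: channel opened by trigger with iodide after compound preincubation; score built on the fluorescence ratio of max minus min over baseline; more negative score means more quench and so TMEM16A activation or potentiation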
Target sequence (Q8BHY3 whole entry, looked up): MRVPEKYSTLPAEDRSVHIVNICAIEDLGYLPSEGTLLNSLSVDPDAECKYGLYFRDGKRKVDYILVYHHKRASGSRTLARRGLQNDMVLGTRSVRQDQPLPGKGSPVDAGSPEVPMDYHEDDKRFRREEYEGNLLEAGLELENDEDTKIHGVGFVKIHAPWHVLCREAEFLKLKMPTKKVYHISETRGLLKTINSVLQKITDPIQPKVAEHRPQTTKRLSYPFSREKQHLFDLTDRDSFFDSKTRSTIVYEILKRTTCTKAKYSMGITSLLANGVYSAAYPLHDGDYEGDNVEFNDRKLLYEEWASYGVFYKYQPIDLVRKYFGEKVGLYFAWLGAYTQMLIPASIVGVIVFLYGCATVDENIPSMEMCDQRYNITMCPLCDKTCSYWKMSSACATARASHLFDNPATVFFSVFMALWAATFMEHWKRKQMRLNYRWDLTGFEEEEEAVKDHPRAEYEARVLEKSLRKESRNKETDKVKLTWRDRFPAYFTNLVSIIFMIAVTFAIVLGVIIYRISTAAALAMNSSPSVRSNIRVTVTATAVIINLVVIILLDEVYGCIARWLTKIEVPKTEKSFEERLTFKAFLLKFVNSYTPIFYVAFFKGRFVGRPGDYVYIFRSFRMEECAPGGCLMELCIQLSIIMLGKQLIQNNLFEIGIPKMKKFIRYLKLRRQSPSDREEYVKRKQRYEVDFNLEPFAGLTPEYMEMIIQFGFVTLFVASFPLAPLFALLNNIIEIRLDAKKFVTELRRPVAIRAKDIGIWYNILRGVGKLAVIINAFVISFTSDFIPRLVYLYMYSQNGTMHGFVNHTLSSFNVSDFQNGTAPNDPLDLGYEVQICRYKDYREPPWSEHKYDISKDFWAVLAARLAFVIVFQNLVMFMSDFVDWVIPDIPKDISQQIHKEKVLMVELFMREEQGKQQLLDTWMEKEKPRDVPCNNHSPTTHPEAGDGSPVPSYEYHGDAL
HDAC3 inhib: blocks human histone deacetylase 3. inhibition, % at 8.3 µM. AID 2718. hit rate 0.15% among 320,000. recombinant HDAC3, fluorogenic peptide/trypsin coupled, fluorescence. O15379; in the data active means inhibition above about 26%, passing the limit was not always enough; inconclusive means no clear call, values can overlap the other calls
KCNK3 inh: human KCNK3 channel inhibition, primary screen | O14649 | CHO-KCNK3 thallium flux, FluxOR fluorescence; hits give low values | B-score at 10 µM | hit rate 0.84% among 340,000 | AID 602410;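 active means B-score under library mean minus 4 SD, starting fluorescence ratio at most library mean plus 5 SD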;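 further: more negative B-score means stronger inhibition of thallium flux through KCNK3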
DYRK1A inh: blocks rat Dyrk1A kinase activity. Q63470. ADP-Glo luminescence, NFATc1 peptide. inhibition, % at 12.5 µM. hit rate 0.43% among 310,000. AID 504441; in the data active means inhibition above about 50%;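 further: plate controls were vehicle with enzyme for no effect and no enzyme for full effect; many of its hits are not listed in these tables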
* = called active by the depositor; i = inactive; ? = inconclusive. An excerpt; count on the stated rates, not on these rows.

SMILES | ANO1 activ | HDAC3 inhib | KCNK3 inh | DYRK1A inh
CN(C(=O)CSc1nnc(-c2ccc(Cl)cc2)n1C)C1CCS(=O)(=O)C1 (stereo not given) | i | 1 | i | -3
O=C(Nc1ccc(N2CCOCC2)cc1)c1ccc2ncsc2c1 | i | 3 | i | 4
CNc1nc(-c2ccc(S(=O)(=O)N3CCCCC3)cc2)cs1 | i | -2 | i | 1
COc1ccc(C(=O)NCC2COc3ccccc3O2)cc1S(=O)(=O)N1CCOCC1 (stereo not given) | i | 4 | i | 6
CC(C)(C)[C@H]1COC(=O)CC/C=C\C[C@@H](CC(=O)N(CCO)Cc2ccccc2)C(=O)N1 | i | 8 | i | 0
O=C(NN=C(c1ccccc1)c1ccccc1)C(CCl)C1CCCCC1 (stereo not given) | i | -7 | i | 7
O=C(COC(=O)Cn1ccc(=O)[nH]c1=O)Nc1ccc(F)cc1 | i | -5 | i | -2
C[C@H](CO)N1C[C@H](C)[C@@H](CN(C)C(=O)NC2CCCCC2)Oc2ccc(NS(C)(=O)=O)cc2C1=O | i | 0 | i | 5
CCOc1ccccc1OCC(=O)Nc1c(C)n(C)n(-c2ccccc2)c1=O | i | -2 | i | -5
O=C(CCNC(=O)c1ccc(Br)cc1)NCC(c1ccco1)N1CCCCC1 (stereo not given) | i | 3 | i | 2
O=C1ON=C(c2ccc(Cl)c([N+](=O)[O-])c2)/C1=C/c1cccc([N+](=O)[O-])c1O | i | -2 | i | 6
COc1ccc(C(=O)NCC(=O)Nc2cccc(S(=O)(=O)N3CCCC3)c2)cc1 | i | 0 | i | 5
CC1CCCC(C)N1C(=O)COC(=O)c1c[nH]c2ccccc12 (stereo not given) | i | 5 | i | 1
O=C(COC(=O)/C=C/c1cccc(F)c1)Nc1cccc(S(=O)(=O)NC2=NCCCCC2)c1 | i | 2 | i | 3
CC1CC(C)CN(C(=O)CSc2n[nH]c(N)n2)C1 (stereo not given) | i | 2 | i | -5
CCCn1c(CCl)nc2cc(S(=O)(=O)N3CCOCC3)ccc21 | i | 0 | i | -5
C[C@H](NC(=O)c1ccc(C(C)(C)C)cc1)C(=O)N1CCOCC1 | i | 2 | i | -3
CCOC(=O)[C@H]1[C@H]2COc3ccc(Br)cc3[C@@H]2N2C(=O)CN(Cc3ccc(Cl)cc3)C(=O)[C@@]12C | i | -11 | i | -7
COc1ccc(N2CCN(C(=O)C3Cc4ccccc4CN3C(=O)c3ccco3)CC2)cc1 (stereo not given) | i | 6 | i | -3
CCN(C(=O)COc1cccc(-n2cnnn2)c1)C1CCS(=O)(=O)C1 (stereo not given) | i | -9 | i | -2
Cc1ccc(C(=O)CCC(=O)OCC(=O)NNC(=O)c2ccc([N+](=O)[O-])cc2)cc1 | i | 2 | i | -4
CCCCn1c(N)c(N(CC(C)C)C(=O)CSc2ccc3c(c2)OCCO3)c(=O)[nH]c1=O | i | 3 | i | 0
CN(C)c1ccc(C#Cc2ccc3cc(CCO)oc(=O)c3c2)cc1 | i | -2 | i | 1
Cc1ccc(N(CCC#N)C(=O)COC(=O)c2cc(C)oc2C)cc1 | i | 11 | i | -1
Nc1cc(S(=O)(=O)N2CCCCC2)ccc1N1CCCCC1 | i | -3 | i | 0
Cc1ccc(S(=O)(=O)Nc2ccc(F)cc2)cc1C(=O)N1CCOCC1 | i | 2 | i | -3
O=C(c1ccc(=O)[nH]n1)N1CCN(S(=O)(=O)c2ccc(C(F)(F)F)cc2)CC1 | i | 1 | i | -1
Cc1cc(F)cc(C)c1Cn1cnc2c(cnn2C(C)(C)C)c1=O | i | -4 | i | -6
CSc1ccc(C2=CC(=O)C[C@H](c3ccc4c(c3)OCO4)C2)cc1 | i | -3 | i | -9
CN(C(=O)c1ccccc1C(=O)OCC(=O)Nc1cccc(Br)c1)c1ccccc1 | i | 1 | i | 15
O=C(CSc1nncn1-c1ccccc1F)NC1CC1 | i | -7 | i | 3
O=C1c2ccc(-c3ccc(Cl)c(C(F)(F)F)c3)cc2S(=O)(=O)c2cccc(C(=O)N3CCN(c4ccc(Cl)cn4)CC3)c21 | i | 4 | i | 3
CN(CC(=O)Nc1ccc(Cl)c(C(F)(F)F)c1)C(=O)c1cccc(N2C(=O)CCC2=O)c1 | i | 3 | i | -7
COC(=O)c1ccc(CNC(=O)c2ccc(S(=O)(=O)N3CCCCCC3)cc2)cc1 | i | 5 | i | -2
O=C(CN1C(=O)NC(c2ccc(F)cc2)C1=O)Nc1ccc2c(c1)OCCO2 (stereo not given) | i | 9 | i | 3
CCOC(=O)N1CCN(C(=O)C2CCN(C(=O)Nc3ccccc3)CC2)CC1 | i | 2 | i | 0
Cc1ccc(S(=O)(=O)N2CCN(Cc3nnc(-c4c(-c5ccccc5)noc4C)o3)CC2)cc1 | i | -5 | i | -3
CN(C(=O)c1cccc(NC(=O)Cc2ccc([N+](=O)[O-])cc2)c1)C1CCC1 | i | -2 | i | 19
CC(=O)c1ccc(OCC(=O)N2CCCC2c2ccc3c(c2)OCCCO3)cc1 (stereo not given) | i | -5 | i | 3
Cc1cc(C)n2nc(SCC(=O)N3CCCCC3C)nc2n1 (stereo not given) | i | 0 | i | -4
O=C(COC(=O)C1CC(=O)N(Cc2ccco2)C1)Nc1nc(-c2ccc(F)cc2)cs1 (stereo not given) | i | -12 | i | 15
CCc1nc2ccc(C(=O)N(CC)CC(=O)Nc3c(F)cccc3F)cc2nc1CC | i | -5 | i | 0
O=C(C[C@H]1C/C=C\CCC(=O)O[C@@H](c2ccccc2)CNC1=O)NCCO | i | -6 | i | 6
COc1cccc(C(=O)OCC(=O)c2[nH]c(C)c(C(C)=O)c2C)c1 | i | -1 | i | 0
C[C@H](CO)N1C[C@H](C)[C@@H](CN(C)Cc2ccc(-c3ccccc3)cc2)Oc2c(NC(=O)c3ccncc3)cccc2C1=O | i | 9 | i | 4
COc1ccc([C@H]2CC(=O)C=C(c3cccc4c3Oc3ccccc3S4)C2)cc1 | i | 7 | i | 1
Cc1ccc(S(=O)(=O)N(C)C)cc1NC(=O)C(C)OC(=O)c1ccc2ccccc2n1 (stereo not given) | i | 2 | i | -5
O=C(c1ccco1)N1CCN(C(=O)c2ccc(-c3ccccc3Cl)o2)CC1 | i | 2 | i | 11
O=C1CN(C(=O)COC(=O)Cc2ccccc2F)c2ccccc2N1 | i | ? | i | 3
Cc1ccccc1OCC(=O)Nc1nc(-c2ccncc2)cs1 | i | 1 | i | 34
Cc1noc(C)c1COc1ccccc1C(=O)N(C)CC(=O)Nc1ccc(F)c(F)c1F | i | -12 | i | 5
CCc1cccc(CC)c1-n1c(SCC(=O)N2CCCc3ccccc32)nc(O)cc1=O | i | -1 | i | 0
COc1ccc(Cl)cc1NC(=O)COC(=O)C1CCCCC1 | i | 12 | i | -3
CCN(C(=O)Cn1ccc(C(F)(F)F)n1)c1c(N)n(Cc2ccccc2)c(=O)[nH]c1=O | i | -1 | i | -1
C[C@]12CCC(=O)C=C1CCC1C2CC[C@@]2(C)C1CCC21OCCO1 (stereo not given in full) | i | 5 | i | -2
C=CCC[C@@H](Cc1ccc(F)cc1)C(=O)OC[C@@H](C)NC(=O)[C@@H](CC=C)CC(=O)N[C@H](CO)Cc1ccccc1 | i | 12 | i | 15
CCC(C)Sc1ccc([C@@H]2[C@@H]3C(=O)N(CC)C(=O)[C@@H]3[C@]3(C(=O)OC)CCCCN23)cc1OC (stereo not given in full) | i | 5 | i | -12
Cc1ccc(S(=O)(=O)N2CCC(C(=O)Nc3cccnc3)CC2)cc1 | i | 7 | i | 3
COc1ccc(-c2c(-c3ccc(S(C)(=O)=O)cc3)sc3ccc(OC)cc23)cc1 | i | 6 | i | 2
O=C(c1ccc([N+](=O)[O-])o1)N(Cc1nnc(-c2ccccc2Cl)o1)C1CC1 | i | 0 | i | -3

The list goes on:
SMILES | ANO1 activ | HDAC3 inhib | KCNK3 inh | DYRK1A inh
O=C(NCCCn1ccnc1)c1ccc(-c2cccc(C(F)(F)F)c2)o1 | i | 4 | i | 8
O=C(NC1=NCCS1)C1CCN(S(=O)(=O)c2ccccc2C(F)(F)F)CC1 | i | -2 | i | -5
Cc1noc(C)c1C(=O)Nc1nc2ccc(F)cc2s1 | i | 5 | i | 7
N#Cc1ccsc1NC(=O)CCN1C(=O)C2CCCCC2C1=O (stereo not given) | i | -10 | i | 0
O=C(Cn1nc(C(=O)O)c2ccccc2c1=O)Nc1ccc(Cl)c(S(=O)(=O)N2CCOCC2)c1 | i | -7 | i | 5
C[C@H](CO)N1C[C@H](C)[C@@H](CN(C)Cc2ccc(C(=O)O)cc2)Oc2c(NC(=O)c3ccncc3)cccc2C1=O | i | 0 | i | 4
CCOc1ccc(-c2nnc(SCC(=O)N3CCNC3=O)o2)cc1 | i | -5 | i | 0
O=C(CN1C(=O)c2ccccc2S1(=O)=O)Nc1ncc(Cl)cc1Cl | i | 1 | i | 6
O=C(CN1C(=O)NC2(CCCCCCC2)C1=O)NCc1ccc(Cl)cc1 | i | -3 | i | 6
Cc1ccc(-c2nn(-c3ccccc3)cc2C(=O)NC2CCC(O)CC2)cc1 (stereo not given) | i | 1 | i | -4
COc1cc(C(=O)NC(=S)N(CCC#N)Cc2cccnc2)cc(OC)c1OC | i | 3 | i | 4
O=C(CN(Cc1ccco1)Cc1ccco1)Nc1cc(S(=O)(=O)N2CCCCC2)ccc1Cl | i | 13 | i | 0
O=C(c1ccc(Cl)c(S(=O)(=O)N2CCCCC2)c1)N1CCCC(C(F)(F)F)C1 (stereo not given) | i | -6 | i | 2
COc1ccc(NC(=O)COC(=O)CNC(=O)c2cccs2)cc1Cl | i | -2 | i | 0
COc1ccc(C(=O)OCC(=O)NCC2CCCO2)c(F)c1 (stereo not given) | i | -3 | i | 3
COc1ccc(CNC(=O)COC(=O)c2cc(S(=O)(=O)N3CCOCC3)ccc2O)cc1OC | i | -12 | i | -5
Cc1ccc(CN2CC(C(=O)N3CCN(c4ccccc4Cl)CC3)CC2=O)cc1 (stereo not given) | i | 3 | i | 2
CCC1(c2ccccc2)ON(c2c(Br)cccc2Br)C1=O (stereo not given) | i | 0 | i | 5
CC1CCCCC12NC(=O)N(CC(=O)NCc1ccco1)C2=O (stereo not given) | i | -1 | i | -1
CC(C)Cn1c(CCC(N)=O)nnc1SC(C)C(=O)Nc1ccc2c(c1)OCO2 (stereo not given) | i | -1 | i | 2
Cc1csc(NC(=O)c2cc(C)on2)n1 | i | 4 | i | -3
CCCN(CC(=O)Nc1ccccc1C)C(=O)/C=C/c1ccc(OCC)c(OC)c1 | i | -8 | i | 14
CCCN(CC(=O)Nc1ccccc1C)C(=O)c1ccc(-c2ccc([N+](=O)[O-])cc2)o1 | i | -2 | i | -5
Cc1cnc(NC(=O)CSCc2c(C)noc2C)s1 | i | 4 | i | -1
CC(C)c1ccc(NC(=O)CN2C(=O)NC3(CCCCCCC3)C2=O)cc1 | i | -1 | i | 6
O=C(CN1CCOCC1)NNC(=O)c1ccc(Cl)cc1 | i | -4 | i | 3
CC1CN(S(=O)(=O)c2cccc(C(=O)NCc3ccco3)c2)CC(C)O1 (stereo not given) | i | 0 | i | -4
Cc1ccc(C(=O)NCC(=O)N(C)CC(=O)Nc2ccccc2Br)s1 | i | 8 | i | -2
CN1CCCN(S(=O)(=O)c2cccc(C(F)(F)F)c2)c2nc3ccccc3nc21 | i | 10 | i | 6
C[C@H]1CN([C@@H](C)CO)C(=O)c2cccc(NC(=O)Nc3ccc(C(F)(F)F)cc3)c2O[C@@H]1CN(C)Cc1ccc(Cl)c(Cl)c1 | i | 9 | i | 4
Nn1c(SCC(=O)NC2CCS(=O)(=O)C2)nc2scc(-c3ccccc3)c2c1=O (stereo not given) | i | 1 | i | 13
Nn1c(SCC(=O)NC2CCS(=O)(=O)C2)nnc1-c1ccco1 (stereo not given) | i | -6 | i | -3

Molecules from the list above that contain an aryl thioether with sulfur outside any ring, in the order listed:
SMILES | ANO1 activ | HDAC3 inhib | KCNK3 inh | DYRK1A inh
CN(C(=O)CSc1nnc(-c2ccc(Cl)cc2)n1C)C1CCS(=O)(=O)C1 (stereo not given) | i | 1 | i | -3
CC1CC(C)CN(C(=O)CSc2n[nH]c(N)n2)C1 (stereo not given) | i | 2 | i | -5
CCCCn1c(N)c(N(CC(C)C)C(=O)CSc2ccc3c(c2)OCCO3)c(=O)[nH]c1=O | i | 3 | i | 0
CSc1ccc(C2=CC(=O)C[C@H](c3ccc4c(c3)OCO4)C2)cc1 | i | -3 | i | -9
O=C(CSc1nncn1-c1ccccc1F)NC1CC1 | i | -7 | i | 3
Cc1cc(C)n2nc(SCC(=O)N3CCCCC3C)nc2n1 (stereo not given) | i | 0 | i | -4
CCc1cccc(CC)c1-n1c(SCC(=O)N2CCCc3ccccc32)nc(O)cc1=O | i | -1 | i | 0
CCC(C)Sc1ccc([C@@H]2[C@@H]3C(=O)N(CC)C(=O)[C@@H]3[C@]3(C(=O)OC)CCCCN23)cc1OC (stereo not given in full) | i | 5 | i | -12
CCOc1ccc(-c2nnc(SCC(=O)N3CCNC3=O)o2)cc1 | i | -5 | i | 0
CC(C)Cn1c(CCC(N)=O)nnc1SC(C)C(=O)Nc1ccc2c(c1)OCO2 (stereo not given) | i | -1 | i | 2
Nn1c(SCC(=O)NC2CCS(=O)(=O)C2)nc2scc(-c3ccccc3)c2c1=O (stereo not given) | i | 1 | i | 13
Nn1c(SCC(=O)NC2CCS(=O)(=O)C2)nnc1-c1ccco1 (stereo not given) | i | -6 | i | -3
